BAZ2B inh: BAZ2B (human) inhibition; Q9UIF8; AlphaScreen BAZ2B-H3K14Ac peptide displacement; Potency, µM (titrated, usually from 114 µM), without a hit: at the highest dose activity change, negative = inhibition, actives largely listed as inhibitors; 4.4% of 360,000 active; AID 504333; further: on the % scale 0 is the no-effect control and ±100 the full control effect; nearly all actives have a fitted effect of over 60% in size
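Complex of BAZ2B and biotin-H3K14Ac (50 nM apiece) forms over 30 min at RT, then faces library compounds up to 110 uM for another 30 min; AlphaScreen beads added, 20 min dark incubation, luminescence read.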
Tb PGK inh: T. brucei PGK inhibition. P07378. 0.043% of 380,000 active. PGK/GAPDH coupled, Kinase-Glo luminescence, 60 min. Potency, µM (highest dose often 57.5 µM), for the others: at the top dose activity change, negative = inhibition, usual class: inhibitors; further: on the % scale 0 is the no-effect control and ±100 the full control effect; nearly all actives have a fitted effect of over 60% in size
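Luminescent ATP detection (Kinase-Glo Plus) follows a 60-minute room-temperature incubation, with wells lacking PGK as controls. Buffer: 100 mM TEA (pH 7.6), 5 mM MgCl2, 0.01% Tween-20. Coupling enzyme GAPDH (100 nM final) supplies unstable 1,3-BPG in-well.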
GLS inhibitor: glutaminase GLS (human) inhibition; GLS enzymatic activity, qHTS titration; Potency, µM (highest dose often 45.5 µM), without a hit: at the highest dose activity change, negative = inhibition, usual class: inhibitors; 0.21% of 410,000 active; further: on the % scale 0 is the no-effect control and ±100 the full control effect
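hKGA in 45 mM KH2PO4 pH 8.2, 0.02% Tween-20 with pin-transferred compounds; 1 mM L-glutamine (stock) plus glutamate oxidase/HRP/Amplex Red coupling added. Fluorescence read initially and after 30 min at RT.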
Pol iota inh: blocks human DNA polymerase iota activity. Pol iota fluorescent replication assay, 10 min. Potency, µM (top dose mostly 115 µM), without a hit: at the top dose activity, negative = inhibition, most hits filed as inhibitors. 1% of 390,000 active. AID 588590
Target sequence (Q9UNA4 whole entry, looked up): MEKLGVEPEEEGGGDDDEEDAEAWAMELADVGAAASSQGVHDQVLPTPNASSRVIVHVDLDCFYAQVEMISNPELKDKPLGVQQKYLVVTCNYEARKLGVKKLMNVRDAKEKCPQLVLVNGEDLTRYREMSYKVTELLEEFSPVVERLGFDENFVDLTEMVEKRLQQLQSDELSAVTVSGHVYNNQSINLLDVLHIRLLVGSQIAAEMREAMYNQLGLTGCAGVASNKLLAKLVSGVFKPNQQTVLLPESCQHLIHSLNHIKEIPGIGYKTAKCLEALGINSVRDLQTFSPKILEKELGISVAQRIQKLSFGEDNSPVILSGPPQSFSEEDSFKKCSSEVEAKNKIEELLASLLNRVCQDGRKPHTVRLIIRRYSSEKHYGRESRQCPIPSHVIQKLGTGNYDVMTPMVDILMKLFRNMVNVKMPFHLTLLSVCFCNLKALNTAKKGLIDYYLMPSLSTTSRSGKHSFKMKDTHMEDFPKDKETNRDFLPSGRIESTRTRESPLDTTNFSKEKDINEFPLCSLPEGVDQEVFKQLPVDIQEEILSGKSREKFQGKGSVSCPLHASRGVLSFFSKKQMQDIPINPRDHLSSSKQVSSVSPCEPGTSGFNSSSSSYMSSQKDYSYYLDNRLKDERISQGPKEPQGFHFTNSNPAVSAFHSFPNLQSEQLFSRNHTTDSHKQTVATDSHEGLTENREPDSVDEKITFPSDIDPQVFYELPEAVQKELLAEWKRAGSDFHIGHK
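Pol iota at 10 nM preincubated 15 min with compounds at room temperature; reaction started with fluorescent substrate, 50 nM final. Fluorescence read kinetically at 0 and 10 min; buffer-only wells as negative control.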
G9a inh: blocks human histone lysine methyltransferase G9a; Q96KQ7; G9a H3K9 monomethylation, AlphaScreen, 2 h; Potency, µM (top dose mostly 102 µM), inactives show top-dose activity, negative = inhibition, actives largely listed as inhibitors; 8.8% of 350,000 active; further: on the % scale 0 is the no-effect control and ±100 the full control effect; nearly all actives have a fitted effect of over 75% in size
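Enzyme 20 nM + cpd, 15 min RT; add b-H3K9 pep 500 nM / SAM 20 uM; 2 h RT; anti-H3K9me1 Ab 0.5 ug/mL + SA donor / anti-rabbit acceptor beads 20 ug/mL each, 10 min; AlphaScreen read.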
JMJD2A Tudor: inhibitors of human JMJD2A Tudor domain | AlphaScreen JMJD2A-Tudor / H3K4me3 peptide binding | Potency, µM (highest dose often 114 µM), inactives show top-dose activity change, negative = inhibition, most hits filed as inhibitors | 4.4% of 390,000 active | AID 504339; further: on the % scale 0 is the no-effect control and ±100 the full control effect; nearly all actives have a fitted effect of over 50% in size
BLM helicase inh: blocks DNA unwinding by human BLM helicase; P54132; recombinant BLM DNA unwinding, fluorescence dequenching; 0.2% of 350,000 active; Potency, µM (top dose mostly 56.1 µM), for inactives: at the highest dose activity change, negative = inhibition, actives largely listed as inhibitors;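 further: plate controls were vehicle for no effect and no enzyme for full effect; nearly all actives have a fitted effect of over 35% in size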
Pin1 inh: human Pin1 inhibition; Potency, µM (doses to about 115 µM), inactives show at the highest dose activity, negative = inhibition, most hits filed as inhibitors; Q13526; Pin1 FP peptide displacement, HiFluor488, 10 min; 0.009% of 390,000 active; AID 504891; active means well fitted inhibition curve with a large enough effect in the polarisation, with a control signal flat, not every such curve was filed as active; inconclusive means small, poorly fitted or top-dose-only effect, or effect the other way, or a change in a side signal; inactive means no such curve, though single readings can be large or run the other way; the % refers to the polarisation; further: on the % scale 0 is the no-effect control and ±100 the full control effect
Target sequence (Q13526 whole entry, looked up): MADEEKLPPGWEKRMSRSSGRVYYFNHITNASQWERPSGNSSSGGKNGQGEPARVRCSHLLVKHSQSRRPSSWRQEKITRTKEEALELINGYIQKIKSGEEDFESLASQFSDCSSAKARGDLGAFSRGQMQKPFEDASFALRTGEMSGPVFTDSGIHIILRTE
HP1b binding inh: blocks HP1-beta chromodomain binding to methylated histone tails; P83916; AlphaScreen HP1-beta / biotin-H3K9me3 peptide binding; Potency, µM (highest dose often 114 µM), without a hit: at the highest dose activity change, negative = inhibition, hits mostly inhibitors; 0.56% of 390,000 active; AID 540317; further: nearly all actives have a fitted effect of over 70% in size; inactives centre near 23
Target sequence (P83916 whole entry, looked up): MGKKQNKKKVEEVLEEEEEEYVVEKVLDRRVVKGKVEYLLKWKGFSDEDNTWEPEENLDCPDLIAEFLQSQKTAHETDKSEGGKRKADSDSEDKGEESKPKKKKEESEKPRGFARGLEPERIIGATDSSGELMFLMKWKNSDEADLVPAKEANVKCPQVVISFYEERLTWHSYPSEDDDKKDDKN
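HP1-beta protein (50 nM final) preincubated 30 min at room temperature with biotinylated H3(1-18)K9me3 peptide (50 nM) in PBS pH 7.4, 0.01% Tween-20, then compound added for 30 min. AlphaScreen streptavidin donor/nickel chelate acceptor beads (10 ug/mL final), 30 min dark, luminescence read.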
Starred values were filed as active, the others as inactive; i = inactive; u = inconclusive; x = no result given; & = joins results of further samples; [ ] = dose if it differs, or a comment. Unless noted, the call rests on the fitted dose curve; in most records, active means well fitted curve in the direction sought with a large enough effect; inconclusive means small, poorly fitted or top-dose-only effect, or another doubt; inactive means no such curve, though single readings can be large; an effect the other way counts as inactive or inconclusive. Potency means the concentration at half of the fitted maximal effect.

SMILES	BAZ2B inh	Tb PGK inh	GLS inhibitor	Pol iota inh	G9a inh	JMJD2A Tudor	BLM helicase inh	Pin1 inh	HP1b binding inh
COc1ccc(S(=O)(=O)N2CCCCC2)cc1C(=O)Nc1cc(C)on1	-2%[57.1 µM]	-2%	1%	21%	13%	3%	-2%	-7%	31%
COc1ccc2cnn(-c3ccc(OC(F)(F)F)cc3)c(=O)c2c1OC	2%	-8%	4%	47%[activator]	-5%	-20%	-1%	-9%	41%[activator]
COc1ccc(N=Nc2c(C)[nH]c3ccccc23)cc1	x	15%	11%	-3%	x	50µM*	x	u	u
COC(=O)CCC(=O)NNC(=O)c1ccc([N+](=O)[O-])cc1	-11%	1%	7%	-11%	35%[59 µM]	-6%	-4%	-1%	37%
CCc1nnc(NC(=O)C2=CCN(S(=O)(=O)c3ccccc3)CC2)s1	-1%	1%	4%	19%	5%	-3%	-3%	8%	37%
Cn1c(=O)c(=O)n(C)c2cc(S(=O)(=O)CCC(=O)N3CCOCC3)ccc21	-2%	-3%	3%	10%	-39%[59 µM]	u	0%	4%	11%
O=C1OC(N2CCN(C(=O)C3CCCO3)CC2)c2ccccc21 (configuration not stated)	-1%	3%	6%	10%	u	-2%	-4%	4%	32%[activator]
CCOc1ccccc1N1CC(C(=O)NNC(=O)c2cc(OC)c(OC)c(OC)c2)CC1=O (configuration not stated)	5%	-10%	-6%	-3%	22%[12.7 µM]	-6%	x	-5%	0%
O=C(CCN1C(=O)c2ccccc2C1=O)C1=NN[C@@H]2C(=O)N(c3cccc(F)c3)C(=O)[C@H]12	2%	-2%	15%	-13%	21%[59 µM]	-5%	1%	-9%	43%[activator]
CCOC(=O)c1ccc(NC(=O)NCCc2ccccc2OC)cc1	-21%	-5%	0%	8%	-10%	0%	-9%	-7%	51%[activator]
CCCC(=O)Oc1cccc(C2NC(=O)c3ccccc3O2)c1 (configuration not stated)	3%	0%	-8%	10%	-7%[0.501 µM]	-14%	-3%	-20%	51%[activator]
CC1CCc2sc(-c3n[nH]c(=S)o3)cc2C1 (configuration not stated)	u	-2%	24%	9%	13µM*	-19%	-5%	-5%	29%
CCCCOC(=O)Nc1nnc(/C=C/c2ccc(OC)cc2)s1	-3%	6%	15%	10%	13%[59 µM]	-8%	-6%	-4%	20%
CC(C)NC(=O)N(C)C[C@@H]1Oc2c(NC(=O)C3CCOCC3)cccc2C(=O)N([C@@H](C)CO)C[C@H]1C	x	i	0%	-4%	x	-22%	x	-4%	28%
CN1CCCC1CCNC1C2CC3CC(C2)CC1C3 (configuration not stated)	8%[57.1 µM]	-1%	-2%	-17%[58.9 µM]	12%	-21%	-1%	3%	24%
COC(=O)c1sccc1NC(=O)CSc1nnnn1-c1ccccc1F	-1%	-5%	-8%	3%	-38%[59 µM]	-18%	-14%	24%	-4%
CC(C)(C)c1ccc(C2(C)NC(=O)NC2=O)cc1 (configuration not stated)	-2%	-6%	-8%	15%	9%	-10%	-3%	-4%	31%
CCCN(CCC)C(=S)NC(=O)c1ccc(Cl)cc1Cl	u	-2%	-5%	-2%[58.9 µM]	-10%	-31%	1%	4%	35%
C/C(=N/NC(=O)c1cc2ccccc2cc1O)c1ccco1	-23%	-5%	-1%	45µM*	-26%	-20%	-7%	64%[activator]	31%
O=C(Nc1ccc(Cl)cc1N1CCOCC1)C1CCCO1 (configuration not stated)	0%	5%	4%	35%[activator]	-15%	-10%	0%	0%	29%
Cc1nn(CC(=O)NC(C)c2ccccc2)c(=O)c2ccccc12 (configuration not stated)	7%	9%	1%	-6%	-2%[2.33 µM]	-17%	-2%	-4%	32%
CC1CC(Nc2cccc(O)c2)=CC(=O)O1 (configuration not stated)	-16%	i	20%	-7%	1%[2.33 µM]	4%	-1%	-5%	18%
CC(OC(=O)Cc1n[nH]c(=O)c2ccccc12)C(=O)Nc1ccc(Cl)cn1 (configuration not stated)	-4%	-1%	0%	6%	16%	-1%	1%	-8%	7%
O=S(=O)(c1ccc(Cl)s1)N1CCN(c2ncccn2)CC1	-2%	x	-9%	7%	-3%[12.7 µM]	-2%	-1%	-7%	38%
CNC(=O)CNC(=O)Nc1ccc(Cl)c(Cl)c1	-14%	-6%	5%	50%[activator]	14%	-10%	1%	3%	31%
COc1ccc(CCn2c3c(c(=O)[nH]c2=O)C(NC(=O)c2ccccc2)(C(F)(F)F)C(=O)N3)cc1OC (configuration not stated)	-1%	4%	-3%	14%	2%[59 µM]	3%	0%	0%	34%
O=C(Nc1ccccc1C(=O)NCc1ccccc1)c1ccco1	-4%	-5%	-3%	26%	22%[59 µM]	-10%	0%	-1%	35%
COc1ccc(-c2csc3ncnc(NCCO)c23)cc1	3%	-2%	-1%	-4%	5%	-16%	-9%	0%	14%
CCCCN(C)S(=O)(=O)c1ccc(NC2=NS(=O)(=O)c3ccccc32)cc1	0%	i	-5%	-28%	-18%[59 µM]	-9%	-3%	8%	23%
CCN1C(=O)[C@H]2[C@@H](c3ccc(-c4ccc(OC)cc4)c(OC)c3)N[C@@](CC(C)C)(C(=O)OC)[C@H]2C1=O	x	-7%	-18%	-7%	x	-22%	x	-7%	1%
O=C1c2cccc3cccc(c23)C(=O)N1Cc1cccnc1	2%	-9%	-4%	109%[activator]	25%	-2%	-3%	-1%	13%
N=C1/C(=C/c2cccn2-c2ccc([N+](=O)[O-])cc2)C(=O)N=C2SC=CN12	-31%	-5%	-2%	u	-1%	-18%	-16%	u	70%[activator]
C[C@H](CO)N1C[C@H](C)[C@@H](CN(C)Cc2ccc(Cl)c(Cl)c2)Oc2c(NS(=O)(=O)c3ccc(F)cc3)cccc2C1=O	x	-5%	2%	-18%	x	-32%	x	0%	20%
O=C(CSc1nnc(-c2ccccc2)o1)N1CCN(c2ccccc2)CC1	9%	-9%	1%	28%	-3%[12.7 µM]	-17%	1%	6%	2%
Cc1ccc(CNC(=O)CCS(=O)(=O)c2ccc3nc(C)sc3c2)cc1	2%	-8%	-8%	16%	14%	-1%	-9%	4%	47%[activator]
O=C(Nc1cccc(F)c1)Nc1cnccn1	1%	-10%	-2%	19%	36%	-8%	0%	3%	13%
CCS(=O)(=O)c1ccc(-c2cccc(NC(=O)c3ccc(Br)o3)c2)nn1	11%	-2%	-12%	-9%	-22%	-12%	x	2%	19%
Cc1ccc(Cl)cc1-n1ncc2c(NCc3ccc(F)cc3)ncnc21	13%	0%	-2%	-27%	-2%[59 µM]	5%	-14%	0%	14%
O=C(COC(=O)Cn1[nH]c(=O)c2ccccc2c1=O)Nc1ncc(Cl)cc1Cl	u	-7%	-9%	u	56µM*	-29%	x	u	0%
COc1ccc2[nH]c(=O)c(CNC3CCCCC3)cc2c1	-3%	0%	2%	1%	u	-17%	4%	5%	31%

Full records from above:
COc1ccc(CCn2c3c(c(=O)[nH]c2=O)C(NC(=O)c2ccccc2)(C(F)(F)F)C(=O)N3)cc1OC (configuration not stated) in the list: BAZ2B inh = -1%; Tb PGK inh = 4%; GLS inhibitor = -3%; Pol iota inh = 14%; G9a inh = 2%[59 µM]; JMJD2A Tudor = 3%; BLM helicase inh = 0%; Pin1 inh = 0%; HP1b binding inh = 34%
COc1ccc2cnn(-c3ccc(OC(F)(F)F)cc3)c(=O)c2c1OC in the list: BAZ2B inh = 2%; Tb PGK inh = -8%; GLS inhibitor = 4%; Pol iota inh = 47%[activator]; G9a inh = -5%; JMJD2A Tudor = -20%; BLM helicase inh = -1%; Pin1 inh = -9%; HP1b binding inh = 41%[activator]

Going on with the list:
SMILES	BAZ2B inh	Tb PGK inh	GLS inhibitor	Pol iota inh	G9a inh	JMJD2A Tudor	BLM helicase inh	Pin1 inh	HP1b binding inh
CC1CN(c2ccc([N+](=O)[O-])cc2F)CCN1C(=O)c1ccco1 (configuration not stated)	1%	-9%	7%	16%	6%	-30%	-6%	0%	-10%
CC1CN(Cc2nc3ccccc3c(=O)[nH]2)CC(C)O1 (configuration not stated)	-5%	i	-12%	32%[activator]	-23%[59 µM]	3%	-9%	-2%	35%
CCOc1ccc(N(CC(=O)Nc2cccc(OC)c2)S(C)(=O)=O)cc1	6%	-7%	-8%	u	x	-2%	-1%	0%	47%[activator]
COc1ccc(-c2ccc(C(=S)N3CCN(C(C)=O)CC3)o2)cc1	u	4%[11.5 µM]	13%	11%	6.3µM*	u	0%	4%	u
Cc1cc(=O)[nH]c(N/N=C/c2c(C)nn(-c3ccccc3Cl)c2Cl)n1	u	i	-5%	125%[activator]	0%	-15%	-1%	0%	12%
O=C(Nc1cccc(F)c1)/C(=C\c1ccco1)NC(=O)c1cccs1	-3%[57.1 µM]	0%	0%	18%	u	-18%[57.1 µM]	-3%	76%[activator]	-24%
Cc1nnc(CN(C)C(=O)c2cc(COc3ccc(F)cc3Cl)on2)o1	-1%	-7%	-1%	26%	x	-8%	-2%	-2%	12%
COc1ccc(CCNC(=O)c2cc3c(=O)n4ccccc4nc3n(CC3CCCO3)c2=N)cc1 (configuration not stated)	x	1%	2%	20%	x	-16%	x	3%	31%
Cc1cc(C)c(Cn2c(C)c(CNCCCc3ccccc3)c(C(=O)O)c2C)c(C)c1	-21%	i	17%	u	2%[59 µM]	-33%	1%	4%	14%
O=C1c2ccccc2C(=O)N1c1ccc2ncccc2c1	x	x	x	1%	x	-4%	x	34%&0%[activator]	34%[activator]
CC1Sc2ccc(S(=O)(=O)N3CCC(C(=O)N4CCN(C)CC4)CC3)cc2NC1=O (configuration not stated)	-5%	0%	5%	11%	5%[0.0925 µM]	u	2%	-10%	49%[activator]
O=C(NC1CCCc2ccccc21)c1ccccc1 (configuration not stated)	-17%	0%	2%	-13%	5%[59 µM]	-2%	-5%	-2%	16%

Pulled by compound from the entries so far, 2 records:
SMILES	BAZ2B inh	Tb PGK inh	GLS inhibitor	Pol iota inh	G9a inh	JMJD2A Tudor	BLM helicase inh	Pin1 inh	HP1b binding inh
Cc1nnc(CN(C)C(=O)c2cc(COc3ccc(F)cc3Cl)on2)o1	-1%	-7%	-1%	26%	x	-8%	-2%	-2%	12%
Cc1cc(=O)[nH]c(N/N=C/c2c(C)nn(-c3ccccc3Cl)c2Cl)n1	u	i	-5%	125%[activator]	0%	-15%	-1%	0%	12%

Some of the compounds tested. The share of hits here may be higher or lower than overall.
